High-throughput results: PubChem BioAssay, several laboratories
Yeast lifespan up: compounds extending yeast replicative lifespan, primary screen, S. cerevisiae, OD615. S. cerevisiae growth with nicotinamide; deaD strain in restrictive glucose medium. inhibition of the nicotinamide effect, % at 10 µM. actives 0.68% (n = 130,000). AID 775, 2007;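 active = inhibition above a set limit, placed 3 SD over the median of all compounds, cut at about 26% in these data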;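 also: 0% = nicotinamide-treated wells and 100% = cells grown without nicotinamide; some compounds called inactive have numbers as strong as hits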
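Material: Modified budding yeast, DeaD strain | Medium: Restrictive glucose medium | Probe or stimulus: 1.5 mM nicotinamide | Dosing: Single dose 10 µM compound, 0.25% DMSO | Times: 48 h at 30 °C | Technique: OD615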
E-sel TNF inh: E-selectin induction blockers in HUVEC – imaging, immunofluorescence, high content, primary screen | HUVEC TNFa-induced E-selectin immunofluorescence | inhibition, % at 2 µM | actives 0.71% (n = 120,000) | AID 1246, 2008;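 active = inhibition above the batch mean plus 3 SD, and confirmed as a hit on visual image review, cut at about 43% in these data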;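 also: 0% = TNF-stimulated DMSO wells and 100% = unstimulated control wells; not every result past the cut was called active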
Phagocytosis inh: inhibitors of macrophage phagocytosis, primary screen, imaging, J774A.1 cells, IgG beads; J774A.1 macrophage IgG-bead phagocytosis; inhibition, % at 5 µM; actives 0.07% (n = 110,000); AID 1029, 2008;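 active = inhibition above the mean of the plate negative controls plus 5 SD, cut at about 13% in these data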;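 also: phagocytic index as fraction of beads internalized from green versus red external bead signal; plate controls were DMSO negative control for no effect and cytochalasin-D positive control for full effect; some results beyond the cut were filed as inactive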
NPY-Y2 antag: NPY-Y2 receptor antagonists, primary screen, cell-based; Neuropeptide Y receptor type 2 (Homo sapiens), P49146; NPY-Y2 expressing cells, antagonist mode; inhibition, % at 2.7 µM; actives 0.99% (n = 140,000); in the data active = inhibition above about 17%;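 also: 0% = vehicle with agonist challenge and 100% = reference antagonist with challenge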
Target sequence (P49146 whole entry, looked up): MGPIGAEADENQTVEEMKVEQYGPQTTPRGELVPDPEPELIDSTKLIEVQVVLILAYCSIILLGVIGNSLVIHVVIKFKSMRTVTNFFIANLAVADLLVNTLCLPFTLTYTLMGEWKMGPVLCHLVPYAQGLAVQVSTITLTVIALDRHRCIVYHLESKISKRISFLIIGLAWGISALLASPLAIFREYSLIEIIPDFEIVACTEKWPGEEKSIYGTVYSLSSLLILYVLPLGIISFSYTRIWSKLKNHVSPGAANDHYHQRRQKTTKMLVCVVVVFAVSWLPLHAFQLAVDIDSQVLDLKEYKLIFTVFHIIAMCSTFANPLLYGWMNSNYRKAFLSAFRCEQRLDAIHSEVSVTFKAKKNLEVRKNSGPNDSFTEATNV
Measles CPE: compounds protecting cells from measles virus cytopathic effect, primary screen, measles RdRp inhibitor project, single point, MLSMR library, absorbance | protection (pct of control), % at 4 µM | actives 1.5% (n = 140,000) | Measles virus-infected cells, CPE protection; in the data active = protection mostly above about 24%, no sharp cut-off; inactive = mostly below about 26%; also: some compounds called inactive have numbers as strong as hits
HCT116 bCat-KO: primary screen for growth suppressors in beta-catenin knockout HCT116 cells (colon tumor, human). HCT116 beta-catenin knockout viability, CellTiter-Glo, 60 h; hits give low values. viability, % at 10 µM. actives 1.5% (n = 140,000). AID 818, 2007;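 active = viability at or under a set limit, the compound median less 4 SD, cut at about 6% in these data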;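 also: 0% = Hyamine 1622 control at 20 µM and 100% = untreated cell control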
HCT116 PTEN-null: growth suppression of PTEN-null HCT116, primary screen, cell-based, CellTiter-Glo; viability, % at 10 µM; HCT116 PTEN-null viability, 60 h; hits give low values; actives 1.2% (n = 140,000); AID 827, 2007;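 active = viability at or below a set limit, 4 SD under the median of all tested compounds, cut at about 3.7% in these data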;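 also: PTEN knockout HCT116 line with beta catenin targeted HCT116 as companion control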
GALR2 antag: GALR2 antagonists in receptor-expressing cells, primary screen. antagonist mode. inhibition, % at 4 µM. AID 828, 2007. actives 0.39% (n = 140,000); in the data active = inhibition above about 27%;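 also: cells stimulated with galanin 1-16 at roughly its EC80; 0% = agonist challenge control and 100% = basal control without agonist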
Target sequence (O43603 whole entry, looked up): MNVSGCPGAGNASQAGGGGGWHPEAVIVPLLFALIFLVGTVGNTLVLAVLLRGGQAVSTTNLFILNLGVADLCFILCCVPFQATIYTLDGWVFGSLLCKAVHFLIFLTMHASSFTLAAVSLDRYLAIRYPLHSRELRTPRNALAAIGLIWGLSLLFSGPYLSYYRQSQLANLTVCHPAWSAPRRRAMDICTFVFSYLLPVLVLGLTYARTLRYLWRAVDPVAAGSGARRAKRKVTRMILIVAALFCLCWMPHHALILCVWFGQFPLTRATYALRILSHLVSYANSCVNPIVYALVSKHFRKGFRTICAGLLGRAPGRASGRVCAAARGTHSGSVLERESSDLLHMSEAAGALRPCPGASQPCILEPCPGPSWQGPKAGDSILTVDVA
BB579 growth dn: growth inhibitors of yeast BB579 in restrictive medium, primary screen, yeast lifespan-shortening project, S. cerevisiae. OD615, 48 h. inhibition, % at 10 µM. actives 0.51% (n = 140,000). AID 804, 2007;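 active = inhibition above a set limit, 3 SD over the mean compound inhibition, cut at about 44% in these data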; also: inactives centre near -24
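Test system: DeaD yeast strain BB579 / Buffer or medium: restrictive glucose-based CSMM-D medium / Doses: single 10 µM dose / Schedule: 4 h cell preincubation, 48 h compound exposure, 30 °C humidified / Technique: culture absorbance at 615 nm / Controls: amphotericin B positive control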
MRP1 act: H69AR viability gain despite doxorubicin, primary screen, MRP-1 activator project, H69AR cells, CellTiter-Glo; viability rescue; viability increase, % at 10 µM; actives 0.61% (n = 140,000); AID 799, 2007;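 active = viability gain under doxorubicin at or above a set limit, the compound median plus 3 SD, cut at about 4.7% in these data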;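 also: MRP-1 overexpressing cells given doxorubicin 25 µM after compound pretreatment; 18-22 h compound pretreatment then 72 h with doxorubicin before readout; 0% = doxorubicin-only wells and 100% = vehicle-treated cells without doxorubicin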
The depositor's hits bear a star; . = not tested or not shown.

#	SMILES	Yeast lifespan up	E-sel TNF inh	Phagocytosis inh	NPY-Y2 antag	Measles CPE
1	Cc1ccc(C)c(NC(=S)NC(NC(=O)Cc2ccccc2)C(Cl)(Cl)Cl)c1 (stereo not given)	-6	-8	0	2	19
2	CCc1ccc(-c2nc(NC(=S)NC(=O)c3cccs3)sc2C)cc1	0	-1	1	1	14
3	Cc1ccc(S(=O)(=O)NCCNc2ccc([N+](=O)[O-])cc2C(F)(F)F)cc1	-17	-16	4	-7	1
4	COc1ccc(-c2nnc(SCC#N)o2)cc1	-24	-2	0	1	8
5	Cc1cc(C(=O)Cn2nc(C(=O)O)c3ccccc3c2=O)c(C)n1-c1ccccc1	3	.	-5	12	10
6	C=CCc1cc(C=O)cc(OC)c1OCc1c(Cl)cccc1Cl	-8	28	.	1	2
7	Cc1ccc(N2C(N)=NC(N)=NC23CCCC3)c(C)c1	0	-10	-2	2	1
8	COCCn1c(-c2cccc([N+](=O)[O-])c2)nc2c1c(=O)[nH]c(=O)n2Cc1ccccc1	3	.	-5	2	27*

#	HCT116 bCat-KO	HCT116 PTEN-null	GALR2 antag	BB579 growth dn	MRP1 act
1	97	93	-9	10	-1.4
2	96	70	-4	-46	-3.4
3	32	36	-3	-42	-5.1
4	107	107	10	-23	0.1
5	80	70	-8	-24	-0.1
6	84	87	-1	-7	-3.0
7	90	88	12	-29	-2.2
8	85	85	-1	-28	-0.5

Next compounds follow:
#	SMILES	Yeast lifespan up	E-sel TNF inh	Phagocytosis inh	NPY-Y2 antag	Measles CPE
9	O=[N+]([O-])c1ccc(C2Nc3cccc4cccc(c34)N2)cc1	0	.	-8	-3	17
10	COc1cc(C(=O)Oc2ccccc2/C=N/NC(=O)c2ccc(C)c(Cl)c2)cc(OC)c1OC	1	8	-12	3	1
11	COc1ccc(NC(=O)CSc2nc3ccccc3c(=O)n2CCC(=O)N2CCCCC2)cc1	-20	.	.	8	2
12	CC1=CC(C)C2(CO)COC(c3ccccc3O)C1C2C (stereo not given)	2	10	.	1	9
13	COCCOC(=O)C1=C(C)NC2=C(C(=O)CC(C)(C)C2)C1c1cccnc1 (stereo not given)	11	6	-1	3	11
14	COc1ccc(NC(=O)c2ccc(COCC(F)(F)F)cc2)cc1OC	-7	.	-5	1	9
15	COc1ccccc1Oc1ccc2c(c1)C(=O)N(c1ccccc1)C2=O	.	39	.	0	1
16	CC(C)Oc1ccc(CN=C(N)N=C(N)N)cc1Cl	0	7	-7	4	3

#	HCT116 bCat-KO	HCT116 PTEN-null	GALR2 antag	BB579 growth dn	MRP1 act
9	59	73	2	-33	-0.6
10	5.2*	2.7*	-3	-31	-2.6
11	85	78	-3	-40	-5.8
12	110	92	-6	-24	0.1
13	104	108	8	-13	-2.5
14	83	89	15	-27	-0.8
15	84	89	-6	-13	-2.6
16	69	71	-2	-31	-1.1

Random excerpt: four entries already listed.
#	SMILES	Yeast lifespan up	E-sel TNF inh	Phagocytosis inh	NPY-Y2 antag	Measles CPE
9	O=[N+]([O-])c1ccc(C2Nc3cccc4cccc(c34)N2)cc1	0	.	-8	-3	17
15	COc1ccccc1Oc1ccc2c(c1)C(=O)N(c1ccccc1)C2=O	.	39	.	0	1
11	COc1ccc(NC(=O)CSc2nc3ccccc3c(=O)n2CCC(=O)N2CCCCC2)cc1	-20	.	.	8	2
10	COc1cc(C(=O)Oc2ccccc2/C=N/NC(=O)c2ccc(C)c(Cl)c2)cc(OC)c1OC	1	8	-12	3	1

#	HCT116 bCat-KO	HCT116 PTEN-null	GALR2 antag	BB579 growth dn	MRP1 act
9	59	73	2	-33	-0.6
15	84	89	-6	-13	-2.6
11	85	78	-3	-40	-5.8
10	5.2*	2.7*	-3	-31	-2.6

The listing continues:
#	SMILES	Yeast lifespan up	E-sel TNF inh	Phagocytosis inh	NPY-Y2 antag	Measles CPE
17	Cc1noc(C)c1C(=O)OCC(=O)c1ccc[nH]1	-10	12	0	1	7
18	CCN1CCN(CC(=O)Nc2cc(C)c(C)cc2[N+](=O)[O-])CC1	-3	9	12	2	7
19	CCCOc1c(Br)cc(/C=N/O)cc1OC	-10	-18	0	6	20
20	Cc1cc(=O)[nH]c2cc(O)ccc12	-3	1	-2	-2	4
21	COc1ccc(N2CCN(C(=O)CSc3nnc(-c4cc5ccccc5cc4O)n3C)CC2)cc1	4	2	-1	-1	4
22	CCc1ccc(OCCCC(=O)NCc2ccccc2)cc1	-1	.	5	9	14
23	CC1(C)CC(=O)C2=C(C1)N(Cc1ccco1)C(=O)C2(NC(=O)c1cccnc1)C(F)(F)F (stereo not given)	-6	.	0	2	23
24	CNC(=O)COC(=O)c1ccc(NC(=O)CC#N)cc1	-12	-6	-1	0	4

#	HCT116 bCat-KO	HCT116 PTEN-null	GALR2 antag	BB579 growth dn	MRP1 act
17	97	98	2	-45	1.2
18	87	91	-2	-21	-1.4
19	109	94	-5	-39	-2.3
20	87	90	14	-30	-2.6
21	26	37	0	-12	-0.5
22	63	64	17	-34	-2.8
23	102	100	-8	-17	-1.4
24	96	111	-9	-29	1.0

(further entries)
#	SMILES	Yeast lifespan up	E-sel TNF inh	Phagocytosis inh	NPY-Y2 antag	Measles CPE
25	CC(=O)Nc1nc(C)c(Oc2ccc(Cl)cc2Cl)c(=O)[nH]1	-4	-7	-5	2	4
26	COc1cc(C(=O)OCc2ccc(C)cc2)cc(NC(=O)c2cccs2)c1OC	2	-18	-5	12	18
27	O=C(CSCc1cccc(Cl)c1)N/N=C/c1ccc(OCC(=O)N2CCCCC2)cc1	-6	.	.	1	6
28	COc1ccc(NC(=O)CCc2nc(-c3ccc(C)cc3)no2)cc1Cl	-3	-19	0	6	37
29	Cc1ccc2[nH]c(-c3ccccc3)c(CN3CCOCC3)c(=O)c2c1	4	9	1	2	4
30	CCOC(=O)C1C(=O)OC2(CCCC2)C1C(=O)OCC (stereo not given)	-7	12	0	0	27
31	CCCCn1c(N)c(-c2nc3ccccc3s2)c2c([N+](=O)[O-])nn(CC)c(=O)c21	-6	14	-1	-1	7
32	CC(/C=C/c1ccco1)=N\NC(=O)c1cc(C)[nH]n1	-7	100*	-1	1	6

#	HCT116 bCat-KO	HCT116 PTEN-null	GALR2 antag	BB579 growth dn	MRP1 act
25	96	100	1	-22	32*
26	87	88	-5	-12	0.3
27	74	71	-9	-45	-2.9
28	84	82	-4	-43	0.3
29	81	78	2	-38	-2.1
30	92	100	-2	-6	-0.9
31	94	81	5	-16	-2.8
32	92	95	-8	-45	-0.8

Copied from above: compounds 26–32
#	SMILES	Yeast lifespan up	E-sel TNF inh	Phagocytosis inh	NPY-Y2 antag	Measles CPE
26	COc1cc(C(=O)OCc2ccc(C)cc2)cc(NC(=O)c2cccs2)c1OC	2	-18	-5	12	18
27	O=C(CSCc1cccc(Cl)c1)N/N=C/c1ccc(OCC(=O)N2CCCCC2)cc1	-6	.	.	1	6
28	COc1ccc(NC(=O)CCc2nc(-c3ccc(C)cc3)no2)cc1Cl	-3	-19	0	6	37
29	Cc1ccc2[nH]c(-c3ccccc3)c(CN3CCOCC3)c(=O)c2c1	4	9	1	2	4
30	CCOC(=O)C1C(=O)OC2(CCCC2)C1C(=O)OCC (stereo not given)	-7	12	0	0	27
31	CCCCn1c(N)c(-c2nc3ccccc3s2)c2c([N+](=O)[O-])nn(CC)c(=O)c21	-6	14	-1	-1	7
32	CC(/C=C/c1ccco1)=N\NC(=O)c1cc(C)[nH]n1	-7	100*	-1	1	6

#	HCT116 bCat-KO	HCT116 PTEN-null	GALR2 antag	BB579 growth dn	MRP1 act
26	87	88	-5	-12	0.3
27	74	71	-9	-45	-2.9
28	84	82	-4	-43	0.3
29	81	78	2	-38	-2.1
30	92	100	-2	-6	-0.9
31	94	81	5	-16	-2.8
32	92	95	-8	-45	-0.8

Further results
#	SMILES	Yeast lifespan up	E-sel TNF inh	Phagocytosis inh	NPY-Y2 antag	Measles CPE
33	COc1ccc(NC(=O)C23CC4CC(C2)CC(c2ccc(C)cc2)(C4)C3)cc1	-5	.	.	4	25
34	Cc1cc(C)cc(N/C(N)=N/c2nc(C)cc(C)n2)c1	2	15	.	6	8
35	Cc1ccc(-c2noc(CSc3nnc(-c4cccs4)n3C)n2)cc1	-5	12	1	9	12
36	CCOC(=O)/C(C#N)=C1/C=CN(C)C(C)=N1	-10	-19	1	-2	29*
37	Cn1c(N)c(C(=O)COC(=O)C2(c3cccc(F)c3)CCCC2)c(=O)n(C)c1=O	-10	-8	0	-3	8
38	COc1ccc2[nH]c3nc(SCc4nnc(-c5ccc(C)cc5)o4)nnc3c2c1	-6	7	-2	-1	.
39	CCCCCOCC(O)CCC(=O)NN (stereo not given)	-3	-29	.	3	19
40	Cc1nc(NC(=O)/C=C/c2ccco2)sc1C	0	.	6	6	10

#	HCT116 bCat-KO	HCT116 PTEN-null	GALR2 antag	BB579 growth dn	MRP1 act
33	84	70	-15	-3	2.4
34	29	27	-1	-32	-4.1
35	71	90	-3	-66	-1.4
36	96	92	6	14	-2.9
37	58	55	-4	-28	-3.2
38	64	52	5	-35	-0.7
39	94	104	3	0	-0.6
40	59	61	11	-47	-2.1

Additional records.
#	SMILES	Yeast lifespan up	E-sel TNF inh	Phagocytosis inh	NPY-Y2 antag	Measles CPE
41	Cc1ccc(OCc2nnc(SCc3cc(=O)[nH]c4ccccc34)o2)cc1	-1	-11	-1	6	0
42	CCc1nnc(NC(=O)CSc2nnc(-c3cc4ccccc4cc3O)n2CC)s1	-5	-7	-1	0	8
43	CCOC(=O)c1cc2c(s1)-c1ccccc1CC2	-27	-13	-4	0	14
44	COCCN(Cc1cc2ccccc2[nH]c1=O)C(=O)c1ccccc1OC	-3	-17	-1	1	8
45	O=C(CCc1c[nH]c2ccccc12)NC1CC1	-5	-3	.	2	24
46	COc1ccc(C(=O)NNC(=O)C(Cc2ccc(O)cc2)NC(=O)c2ccccc2NC(=O)c2ccc(OC)cc2)cc1 (stereo not given)	6	.	-1	1	9
47	C/C=C(/C)C(=O)O[C@@H]1c2c(ccc3ccc(=O)oc23)O[C@@H]1C(C)(C)OC(=O)/C(C)=C\C	7	.	.	19*	1
48	O=S(=O)(c1ccc(-c2nnc(SCc3ccccc3)o2)cc1)N1CCCC1	5	20	-1	-2	9

#	HCT116 bCat-KO	HCT116 PTEN-null	GALR2 antag	BB579 growth dn	MRP1 act
41	91	96	-1	-40	0.7
42	90	82	4	-31	-2.7
43	87	85	7	-38	-1.3
44	93	94	9	5	-2.6
45	105	111	-35	8	-3.6
46	90	95	7	-27	-1.9
47	58	66	4	-54	-1.1
48	97	94	2	-85	-0.6
